KLF5 inhibitor: kruppel-like factor 5 inhibition; DLD-1 KLF5 promoter-luciferase reporter, luminescence; inhibition, % at 5 µM; 290,000 tested, 0.23% active; AID 1700;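 active = inhibition above a per-plate limit of that plate's mean compound inhibition plus 3 SD, cut at about 60% in these data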;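 also: 0% = DMSO wells and 100% = LY294002 at 200 µM; higher means less KLF5 promoter-driven luciferase light; inactives centre near -14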
IEC-6 tox: IEC-6 cytotoxicity, counter-screen for KLF5 inhibitors; 290,000 tested, 0.78% active; AID 1825; inhibition, % at 5 µM; luminescence viability; in the data active = inhibition above about 22%;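 also: 0% = plate median of test compound wells and 100% = cytotoxic reference compound wells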
PolyA inh: inhibitors of polyadenylation in S. cerevisiae | S. cerevisiae SKY197-pL101 polyadenylation reporter, beta-gal luminescence; efflux-impaired pdr1/pdr3 knockout yeast; score 100 = 6 SD above DMSO | 300,000 tested, 0.02% active | AID 1875 | calls only at 12 µM;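 active = lowest replicate activity score at least 50, where 100 means six control SD above control mean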;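 also: yeast exposed to compound for 9 h at 30 °C; higher score means more reporter readthrough which indicates perturbed polyadenylation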
GSK3 alpha inh: inhibitors of human GSK-3 alpha kinase; P49840; ADP-Glo luminescence, 60 min; inhibition, % at 10 µM; 320,000 tested, 0.1% active; AID 2650;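 in the data active = inhibition above about 50%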;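 also: GST-tagged GSK-3 alpha with peptide substrate and 25 µM ATP; 0% = DMSO neutral wells and 100% = GW8510 positive control wells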
Target sequence (P49840 whole entry, looked up): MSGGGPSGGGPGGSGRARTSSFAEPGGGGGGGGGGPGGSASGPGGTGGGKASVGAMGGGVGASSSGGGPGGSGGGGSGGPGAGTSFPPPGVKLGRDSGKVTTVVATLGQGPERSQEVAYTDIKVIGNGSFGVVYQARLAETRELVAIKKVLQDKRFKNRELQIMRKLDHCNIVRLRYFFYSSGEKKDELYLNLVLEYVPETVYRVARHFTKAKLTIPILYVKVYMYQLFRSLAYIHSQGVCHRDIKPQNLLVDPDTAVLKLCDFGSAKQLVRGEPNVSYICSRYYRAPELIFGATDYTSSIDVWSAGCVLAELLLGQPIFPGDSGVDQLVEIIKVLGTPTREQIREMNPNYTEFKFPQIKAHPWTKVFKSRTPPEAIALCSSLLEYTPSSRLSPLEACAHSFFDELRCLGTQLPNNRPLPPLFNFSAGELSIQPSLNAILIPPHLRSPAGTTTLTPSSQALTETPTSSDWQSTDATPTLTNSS
HSF1 activator: increases HSF-1 driven luciferase reporter signal | NIH3T3-HGL HSF-1 luciferase reporter, MG132, 8 h; 100% = twice DMSO control signal | activation, % at 9 µM | 300,000 tested, 1.7% active | AID 504408;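 active = mean replicate activation of at least 50% with a set share of replicates each reaching 50%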;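 also: 0% = median of the neutral control wells and 100% = twice that signal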
HSP90 inh: HSP90 refolding inhibition in rabbit reticulocyte lysate; inhibition, % at 5.6 µM; 290,000 tested, 0.91% active; AID 1789; luciferase refolding luminescence, 3 h;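 active = inhibition above the screen-wide mean plus 3 SD, computed separately per campaign, cut at about 16% in these data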;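 also: 0% = DMSO wells and 100% = 60 µM geldanamycin wells; inhibitors lower the luminescence because luciferase stays unfolded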
HSF1 inh: HSF1 inhibition; NIH3T3-HGL HSE-luciferase, MG132-induced, luminescence 8 h; stronger effect = lower value; 300,000 tested, 0.77% active; activity change, negative = inhibition, % at 7.5 µM (by protocol);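 active = more than half of replicate wells show activity change below -50%, luminescence cut by over half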;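 also: luciferase reports HSF-1 transcriptional activity via heat shock element; 0% = median of DMSO wells and -100% = zero luminescence signal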
GSK3beta inhib: human GSK3beta kinase inhibition | P49841 | GST-GSK3beta kinase, ADP-Glo luminescence, 60 min; stronger effect = lower value | activity score (negative = inhibition), % at 10 µM | 300,000 tested, 0.038% active | AID 2097;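 active = more than half of replicate wells score below -50%, meaning over 50% inhibition versus plate controls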;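 also: 0% = median DMSO wells and -100% = median GW8510 positive control wells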
Target sequence (P49841 whole entry, looked up): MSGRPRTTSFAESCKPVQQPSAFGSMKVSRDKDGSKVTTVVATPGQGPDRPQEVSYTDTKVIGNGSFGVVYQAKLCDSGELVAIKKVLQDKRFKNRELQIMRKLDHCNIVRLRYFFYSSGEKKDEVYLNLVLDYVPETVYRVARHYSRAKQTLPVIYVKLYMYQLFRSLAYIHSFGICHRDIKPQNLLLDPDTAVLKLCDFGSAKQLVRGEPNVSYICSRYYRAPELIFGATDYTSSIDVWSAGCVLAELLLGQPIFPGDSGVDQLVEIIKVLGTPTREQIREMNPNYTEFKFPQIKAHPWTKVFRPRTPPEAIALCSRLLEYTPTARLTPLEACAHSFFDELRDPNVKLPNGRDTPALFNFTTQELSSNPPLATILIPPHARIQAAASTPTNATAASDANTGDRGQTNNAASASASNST
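Test system: GST-fused GSK3beta enzyme, cell-free | Quantity: 1.6 ng GST-GSK3beta enzyme per well | Reagent: 25 µM ATP with peptide substrate | Schedule: 60 min enzyme reaction, room temperature | Signal: Luminescent ADP-Glo measurement of ADP formed | Read-out basis: Score relative to plate controls | Control set: DMSO and 20 µM GW8510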
AI-2 QS modul: modulates the Vibrio harveyi AI-2 quorum sensing system. Vibrio harveyi JMH597 AI-2 luminescence/OD600 ratio, 9 h; stronger effect = lower value; strain lacks LuxN and CqsS sensors; 0 = neutral-control median. activity change, % at 7.5 µM. 300,000 tested, 0.4% active; in the data active = activity change below about -75%, passing the limit was not always enough;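 also: luminescence divided by OD600 gain over 9 h not by final OD600 alone; inactives centre near 13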
aSyn UTR inh: MLPCN primary screen, SNCA 5' untranslated region. alpha-synuclein 5'UTR reporter, inhibitor activity. inhibition, % (tested at 7.5 µM). 300,000 tested, 0.82% active; in the data active = inhibition above about 60%;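 also: H4 neuroglioblastoma cells stably carrying SNCA 5'UTR luciferase fusion; 0% = DMSO wells and 100% = positive control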
The depositor's hits bear a star; i = inactive; · = no result given.

#	structure	KLF5 inhibitor	IEC-6 tox	PolyA inh	GSK3 alpha inh	HSF1 activator	HSP90 inh	HSF1 inh	GSK3beta inhib	AI-2 QS modul	aSyn UTR inh
1	COc1ccc(C(=O)O)cc1NC(=S)NC(=O)Cc1ccc(Cl)cc1	-22.0	-7.3	i	-0.1	31.2	-2.7	8.4	1.8	26.6	-2.6
2	CCOc1ccccc1N1CCN(C(=O)CNC(=O)c2ccc(OC)c(OC)c2)CC1	5.1	4.0	i	-1.2	0.5	-3.3	-3.9	0.3	36.2	8.3
3	Cc1ccc(/C=C/C(=O)Nc2sc3c(c2C#N)CCCC3)o1	-27.2	2.7	i	-1.7	-8.4	1.2	0.1	-1.6	4.6	-36.0
4	CCCn1c(=N)c(C#N)cc2c(=O)n3cccc(C)c3nc21	-13.8	-6.1	i	0.0	2.6	2.2	-4.8	-2.7	21.0	-6.8
5	Cc1oc2c(cc(NS(=O)(=O)c3ccc(F)cc3)c3ccccc32)c1C(=O)O	5.9	-1.2	i	1.9	5.5	-1.4	1.7	9.8	11.2	9.9
6	CCOC(=O)N1CCN(C(=O)C(C)N(c2ccccc2)S(C)(=O)=O)CC1 (centres undefined)	-26.5	1.7	i	-5.2	3.1	1.0	10.2	1.4	10.3	-5.4
7	COC(C(=O)Nc1ccccc1F)c1ccccc1 (centres undefined)	2.9	3.8	i	-2.2	-17.8	1.4	-8.3	-0.1	12.6	-15.1
8	Cc1cc(-c2nnc(SCC(=O)c3ccc(F)cc3)o2)no1	12.4	-3.9	i	1.1	-30.0	-4.2	-10.0	2.1	18.6	4.5
9	N#CCc1c(C#N)c(N)nc(N2CCN(S(=O)(=O)c3ccccc3F)CC2)c1C#N	-19.9	3.8	i	-0.5	172.9*	1.3	132.8	-3.3	17.6	7.5
10	O=C(CC1SC(N2CCCC2)=NC1=O)Nc1ccc(C(=O)Nc2ccccc2)cc1 (centres undefined)	·	·	i	-2.1	2.2	·	-4.0	3.0	23.7	9.6
11	Cc1cc(C)c(C(=O)NCC(=O)c2ccccc2)c(C)c1	·	·	i	0.2	42.6	·	12.1	1.0	16.8	-28.3
12	COc1cc(OC)cc(N(C(=O)C2COc3ccccc3O2)C(C(=O)NC2CCCCC2)c2ccc(O)cc2)c1 (centres undefined)	25.7	3.1	i	2.4	31.1	-1.1	12.7	2.9	20.3	43.8
13	COc1ccc(C(=O)Nc2nnc(S(=O)(=O)N(C)Cc3ccccc3)s2)cc1	-0.4	-4.0	i	-0.6	5.0	-3.3	1.2	-0.7	20.5	-0.4
14	COc1ccc(Cl)cc1NC(=O)NC(C)C	-6.6	2.1	i	0.1	1.3	-1.1	3.0	-4.5	3.3	-32.6
15	COc1ccccc1NC(=O)c1cc(C(=O)Nc2ccccc2OC)n(C)n1	·	·	i	-2.8	6.7	·	3.4	-1.1	-4.2	-56.0
16	CCOC(=O)c1ccc(NC(=O)N2CCCCCC2)cc1	-135.7	11.7	i	0.0	21.1	10.2	15.1	-0.8	9.8	-35.3
17	O=c1[nH]c(=O)n(Cc2ccccc2)c2nc(-c3ccc(Oc4ccc(F)cc4)c([N+](=O)[O-])c3)n(CCO)c12	6.9	9.3	i	-0.7	30.1	4.1	9.2	-0.1	21.0	-26.5
18	COc1ccc(CCNS(=O)(=O)c2c(C)[nH]c(C)c2C(=O)N2CCCCC2)cc1OC	-3.0	-3.6	i	-1.3	-16.5	3.7	-1.0	0.9	4.9	0.7
19	COc1ccc(CCNC(=O)C2CCCN(c3nc(C)cc(C)n3)C2)cc1 (centres undefined)	-34.7	1.9	i	-1.8	16.0	4.8	-0.2	1.0	9.8	-7.3
20	CCC(=O)N1CCN(c2ccccc2NC(=O)Cc2ccc(Cl)cc2)CC1	-38.4	0.7	i	-4.1	-9.6	-0.2	5.1	-2.8	18.6	-11.8
21	Cc1ccc(N(CCC#N)C(=O)COC(=O)c2nc3nc(C)cc(C)n3n2)cc1	·	·	i	-4.4	-15.5	·	-3.0	3.5	27.7	-3.8
22	CC(C)(C)SCCNS(=O)(=O)c1ccc(Cl)cc1	-30.2	-0.5	i	-3.0	8.4	1.2	15.1	4.5	1.0	16.6
23	Cc1ccc(C(=O)c2oc3ccccc3c2NC(=O)c2cc(-c3ccccc3O)n[nH]2)cc1	5.3	3.1	i	-0.4	49.1	-1.4	22.2	6.2	33.1	4.9
24	Cc1noc(C)c1COc1ccc(C(=O)Nc2cccnc2)cc1	8.2	-2.1	i	·	0.9	3.3	5.3	-1.1	31.3	11.1
25	COCCCC1CCN(Cc2nc(Cc3ccccc3Cl)no2)CC1	-16.8	1.7	i	-3.0	-12.3	4.5	0.4	3.7	0.8	-13.2
26	Cc1ccc(OCC(=O)Nc2ccc3oc(=O)ccc3c2)cc1	-3.2	5.4	i	-2.6	-3.1	-3.1	-5.8	3.6	13.7	1.3
27	CCc1ccc(NC(=O)CSc2nnc(SCC(=O)Nc3ccc(CC)cc3)n2N)cc1	-25.8	2.5	i	·	30.5	2.0	6.6	3.1	4.0	11.9
28	COc1cc(/C=C/C(=O)OCC(=O)NCc2cccs2)ccc1OCC#N	26.8	2.6	i	0.9	-12.1	-4.3	-14.2	-4.2	-11.3	-18.1
29	O=C(COC(=O)CNC(=O)c1ccccc1)Nc1ccc(F)c([N+](=O)[O-])c1	-9.8	-3.2	i	-0.7	17.4	0.3	9.6	1.1	44.6	-15.4
30	O=C(O)CCc1nc(-c2ccc(Cl)cc2)no1	-18.5	-10.3	i	-3.6	-2.5	-3.7	-0.3	4.4	14.3	-15.5

Entries by screen from the entries so far.
IEC-6 tox, nos. 10 to 14 → ·, ·, 3.1, -4.0, 2.1
PolyA inh, nos. 10 to 14 → i, i, i, i, i
GSK3beta inhib, nos. 10 to 14 → 3.0, 1.0, 2.9, -0.7, -4.5

Later entries:
#	structure	KLF5 inhibitor	IEC-6 tox	PolyA inh	GSK3 alpha inh	HSF1 activator	HSP90 inh	HSF1 inh	GSK3beta inhib	AI-2 QS modul	aSyn UTR inh
31	COc1ccc(CCNC(=O)CN(c2ccc(OC)c(OC)c2)S(C)(=O)=O)cc1OC	-28.7	6.8	i	-0.3	-72.8	2.6	-65.8*	-6.0	10.3	14.9
32	COc1ccc(NC(=O)C2CCCN2S(=O)(=O)c2cccs2)c([N+](=O)[O-])c1 (centres undefined)	·	·	i	-0.3	-9.3	·	0.6	1.9	16.9	8.6
33	Cc1cccc(NC(=S)N(CCN(C)C)Cc2cc3cccc(C)c3[nH]c2=O)c1	-24.8	-0.6	i	0.5	0.3	2.9	-6.5	-0.6	11.7	2.1
34	Cc1cc2oc(=O)cc(CN3CCN(Cc4ccccc4)CC3)c2cc1O	2.7	-1.3	i	1.0	-7.1	4.2	6.4	0.9	19.5	8.6
35	CCOC(=O)C/C(C)=N/NC(=O)Nc1ccccc1	-110.3	-9.4	i	-1.3	38.6	0.6	24.6	0.1	7.1	-37.0
36	COC(=O)c1c(NC(=O)CC2Sc3ccc(C(F)(F)F)cc3NC2=O)sc(C)c1C (centres undefined)	-6.0	1.1	i	-3.2	-16.4	2.3	2.7	1.7	7.7	-2.2
37	COc1ccc(Cl)cc1NC(=O)CN(C)C(=O)Cn1c(=O)oc2ccccc21	·	·	i	-3.2	-68.3	·	-57.5*	-5.3	22.4	13.3
38	O=C1c2cccc(Cl)c2C(=O)N1c1ccccn1	·	·	i	-3.7	9.3	·	-3.6	2.4	14.4	-19.0
39	COc1ccc(OC)c(/C=N/NC(=O)CCc2n[nH]c(=O)[nH]c2=O)c1	-8.9	-4.4	i	-0.7	0.7	2.9	-0.1	0.2	-0.3	2.5
40	COc1ccc(C(=O)N/C(=C\c2cccc([N+](=O)[O-])c2)C(=O)Nc2cccc(C(=O)O)c2)cc1	-29.9	0.7	i	-1.7	2.8	1.0	-5.4	2.8	25.1	3.2
41	CCCc1cc(-c2nc(N)ncc2-c2csc(C)n2)c(O)cc1OC	-4.3	-0.2	i	5.0	1.3	-1.6	-5.5	0.9	18.6	22.7
42	Cc1ccccc1NC(=O)COC(=O)CNC(=O)c1sc2ccccc2c1Cl	-13.5	2.0	i	-5.9	0.7	-3.1	-5.2	4.7	11.5	-1.7
43	CCCN(CCC)c1ncnc2c1cnn2-c1ccc(OC)cc1	-115.7	3.6	i	-1.5	-20.5	11.8	-17.4	-3.2	9.0	-77.0
44	Cc1ccc(C(=O)N/N=C/c2cccc(OC(=O)/C=C/c3ccco3)c2)cn1	-22.6	-3.8	i	-0.1	27.0	-1.9	22.7	1.7	1.9	-99.6
45	COP(=O)(OC)c1nc(-c2cccc3ccccc23)oc1NCCc1ccccc1	-35.7	-12.5	i	0.8	9.9	0.8	4.6	-1.6	26.0	16.1
46	CC1CC(NC(=O)c2ncn[nH]2)CC(C)(C)C1 (centres undefined)	3.2	5.6	i	-1.5	3.5	3.3	-3.1	-3.8	23.4	18.1
47	CCC(Sc1nc2cc3c(cc2c(=O)n1Cc1ccco1)OCO3)C(=O)Nc1cccc(OC)c1 (centres undefined)	-23.8	3.1	i	0.5	40.5	0.5	13.5	0.2	20.0	17.4
48	O=C1c2ccccc2C(=O)N1Cc1nc2ccccc2c(=O)n1Cc1ccco1	·	·	i	3.3	-0.9	·	-2.6	2.5	1.2	4.5
49	CN1C(C(=O)NCC2CC2)CC2Cn3c(nc4ccccc43)C21 (centres undefined)	·	·	i	5.6	8.7	·	-7.3	-2.7	9.0	20.7
50	CCN=C1NN=C(c2ccc(C)cc2)CS1	-108.1	-1.4	i	-3.5	28.2	0.3	32.0	1.4	4.7	-128.0
51	Cn1cc(Br)c(C(=O)n2cc(Br)cn2)n1	-38.8	0.0	i	-2.8	13.2	-0.1	-4.7	4.9	18.6	-6.7
52	COc1ccc(/C=C\c2nc(=O)c3ccccc3o2)cc1	-78.1	-8.4	i	·	75.8*	21.2*	23.8	1.7	13.8	-61.5
53	O=C(Cn1cnc2c(cnn2-c2ccc(Cl)cc2)c1=O)NCCc1ccccc1	-13.5	5.2	i	15.6	-4.0	5.0	-5.8	1.3	8.1	14.5
54	O=C(COC(=O)Cn1[nH]c(=O)c2ccccc2c1=O)Nc1c(Cl)cccc1C(F)(F)F	·	·	i	0.5	-2.7	·	-1.4	·	·	4.6
55	Fc1ccc(-c2nnc3ccc(N4CCc5ccccc5C4)nn23)cc1	-48.3	-3.3	i	20.9	79.6*	2.0	64.1	-13.7	2.3	-8.7

Arranged by value in GSK3beta inhib (rising): 4 from the list above
cpd | SMILES | GSK3beta inhib
31 | COc1ccc(CCNC(=O)CN(c2ccc(OC)c(OC)c2)S(C)(=O)=O)cc1OC | -6.0
20 | CCC(=O)N1CCN(c2ccccc2NC(=O)Cc2ccc(Cl)cc2)CC1 | -2.8
44 | Cc1ccc(C(=O)N/N=C/c2cccc(OC(=O)/C=C/c3ccco3)c2)cn1 | 1.7
12 | COc1cc(OC)cc(N(C(=O)C2COc3ccccc3O2)C(C(=O)NC2CCCCC2)c2ccc(O)cc2)c1 (centres undefined) | 2.9

Not all compounds are listed; count on the stated rates, not on these rows.
